Compound activity deposited in PubChem BioAssay by Broad Institute.
ERAP1 HTS inh: ERAP1 (human) enzyme inhibition | AID 652197 | recombinant ERAP1, Leu-AMC fluorescence, 60 min | actives 0.15% (n = 340,000) | Q9NZ08 | inhibition, % at 10.7 µM;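 active = mean replicate inhibition of at least 30%, or all replicates individually reaching that 30% level; inactive = mean below 30% and not every replicate reaching it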;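 note: 0% = neutral control wells and 100% = L-leucinethiol positive control wells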
XiGFP reactiv: X-chromosome reactivation activator. actives 0.055% (n = 360,000). XiGFP mouse fibroblasts, % GFP-positive cells imaging, 3 d; cells co-treated with 5-aza-dC sensitizer; scaled so ellipticine positive control = 100%. activation, % at 7.58 µM;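 active = mean normalized replicate activation at least 10% and every replicate at or above 10%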;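 note: 0% = median of on-plate neutral control wells and 100% = ellipticine 6 µM median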
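Material: XiGFP fibroblasts, SV40-immortalized. Buffer or medium: DMEM plus 5-aza-dC sensitizer. Compound: single concentration per compound, delivered by pin transfer. Times: 3 days compound exposure. Controls: ellipticine 6 µM.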
S100A4 MyoIIA: S100A4-myosin IIA interaction inhibition. P26447. S100A4/TAMRA-MyoIIA peptide fluorescence polarization. inhibition, % at 10.7 µM. actives 0.14% (n = 360,000). AID 652163;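 active = mean inhibition of at least 70% across replicates, with every replicate also reaching that level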
Target sequence (P26447 whole entry, looked up): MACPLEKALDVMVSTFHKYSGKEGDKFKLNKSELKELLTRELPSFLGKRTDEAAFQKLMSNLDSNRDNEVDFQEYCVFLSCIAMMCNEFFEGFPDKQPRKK
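System – human S100A4 monomer protein, biochemical binding assay · Buffer or medium – Calcium-containing HEPES buffer, pH 7.2 · Timing – 5 min between mix addition and reading · Also added – TAMRA-labelled myosin IIA heavy-chain peptide probe, 5 nM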
Cneo AK release: causes C. neoformans cell lysis. adenylate kinase release luminescence, 4 h; normalised: neutral wells 0, clomiphene wells 100. actives 0.2% (n = 360,000). lysis activity, % at 15 µM;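 active = mean lysis activity across replicates of at least 80%, whatever share of replicates individually reach that level; inactive = mean lysis activity below 80%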
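Assay system: log-phase C. neoformans yeast / Quantity: yeast cell density of 5 × 10^6 cells/mL / Medium: fresh YPD growth medium / Compound: single dose / Timing: static 4 h at 37 °C with compound, 1 h detection / Measured by: adenylate kinase release luminescence / Read-out: lysis from increased AK signal / Benchmarks: Clomiphene as positive lysis control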
LGR2 inh: Drosophila LGR2 receptor signaling inhibition; HEK293 LGR2, CRE-luciferase, bursicon-stimulated, 4 h; inhibition, % at 9.99 µM; actives 0.35% (n = 380,000);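 active = drop in luminescence signal, shown as inhibition above about 50% in the replicate tests, limit read from the data, passing the limit was not always enough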;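 note: agonist challenge used bursicon conditioned medium at about half maximal strength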
C2C12 statin: suppressors of simvastatin-induced myotoxicity in C2C12 myotubes; actives 0.78% (n = 330,000); ATP luminescence, 48 h; scaled: DMSO 0, geranylgeraniol control 100; rescue of ATP level, % at 7.49 µM; AID 602340;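 active = mean ATP rescue above about 67%, or every replicate alone reaching that limit, limit read from the data, passing the limit was not always enough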;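 note: myotubes were challenged with 10 µM simvastatin during compound exposure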
PGC1a acetyl inh: modulators of PGC1a acetylation. actives 0.17% (n = 350,000). U2OS PGC1a acetylation, AlphaScreen anti-acetyl-lysine; with virally co-expressed GCN5 acetyltransferase. inhibition, % at 15.6 µM;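 active = every replicate shows inhibition of at least 40%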;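 note: 0% = neutral control wells and 100% = positive control wells; some results beyond the cut were filed as inactive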
SIRT5 inh: inhibitors of human sirtuin-5 desuccinylase. Q9NXA8. inhibition, % at 15 µM. actives 1.1% (n = 330,000). AID 652115. Purified SirT5, succinyl-peptide AMC, trypsin-coupled fluorescence; in the data active = inhibition above about 15%
Target sequence (Q9NXA8 whole entry, looked up): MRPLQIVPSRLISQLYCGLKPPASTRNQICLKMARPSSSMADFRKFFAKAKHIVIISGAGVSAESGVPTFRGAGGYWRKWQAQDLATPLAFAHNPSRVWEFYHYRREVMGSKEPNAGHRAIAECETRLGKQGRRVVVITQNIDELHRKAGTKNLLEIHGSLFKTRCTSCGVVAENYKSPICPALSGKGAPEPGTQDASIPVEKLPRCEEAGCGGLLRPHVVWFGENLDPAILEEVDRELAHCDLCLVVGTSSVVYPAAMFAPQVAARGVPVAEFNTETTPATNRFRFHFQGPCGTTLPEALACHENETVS
Active calls of the source: *; x = not tested or not shown. These rows are one share of the data; rates above refer to the full screens.

Molecule	ERAP1 HTS inh	XiGFP reactiv	S100A4 MyoIIA	Cneo AK release	LGR2 inh	C2C12 statin	PGC1a acetyl inh	SIRT5 inh
S=C1Cc2ccccc2C(c2ccc(Cl)cc2)N1 (stereo not drawn)	-1	0.0	-1	16	-8	-10	-4	-2
COc1ccc(-n2nc(C(=O)NCC(=O)NC(C)C)c3ccccc3c2=O)cc1OC	-3	0.1	-3	x	9	x	x	-7
CC#CC[N+](C)(C)CCCCCCCCCC	8	0.2	-3	4	x	x	7	-2
Cc1ccc(C)c(N2CCN(C(=O)CCc3nc(-c4ccc(F)cc4)no3)CC2)c1	-5	1.5	8	3	22	3	0	-1
CC12CC3CC(C)(C1)CC(C(=O)N1CCN(C(=O)c4ccco4)CC1)(C3)C2	2	0.0	8	1	19	-2	0	2
C[C@H](CO)N1C[C@H](C)[C@H](CN(C)CC2CCCCC2)OCCCC[C@H](C)Oc2ccc(NC(=O)Nc3ccc(C(F)(F)F)cc3)cc2C1=O	0	0.0	0	4	30	x	-5	2
CC1=C(C(=O)OCc2ccccc2)C(c2ccc(-c3ccccc3)cc2)NC(=O)N1CCCCCC(=O)O (stereo not drawn)	2	0.1	2	-2	-20	-2	-11	14
Cc1ccc(NC(=O)c2sc3nc(C)nc(N4CCN(c5ccccn5)CC4)c3c2C)c(C)c1	1	-0.1	2	1	-7	7	-2	-2
C[C@@H]1CCCCO[C@@H](CN(C)S(=O)(=O)c2ccc(Cl)cc2)[C@@H](C)CN([C@H](C)CO)C(=O)c2cc(NS(=O)(=O)c3ccccc3)ccc2O1	6	0.5	-60	-2	15	3	-16	-2
COC(=O)c1c(C)[nH]c(C(=O)C(C)OC(=O)C2=NNC(=O)CC2)c1C (stereo not drawn)	-2	0.1	4	x	-2	x	1	x
CC1(c2nnc(-c3ccc(Cl)cc3)o2)CC(c2ccncc2)=NO1 (stereo not drawn)	2	0.0	-2	0	2	2	x	x
COc1ccc(NC(=O)N(C)C[C@@H]2OCCCC[C@@H](C)Oc3ccc(NC(=O)Nc4ccccc4)cc3C(=O)N([C@H](C)CO)C[C@H]2C)cc1	-2	0.1	0	2	4	x	-4	6
COc1ccc(N2C(=O)C(F)(F)C2c2ccc(C)cc2)cc1OC (stereo not drawn)	5	0.0	-3	x	6	x	1	-1
CC1(C)CC2CC(C)(CN2C(=O)COC(=O)c2cc(Cl)cc(Cl)c2N)C1 (stereo not drawn)	3	x	3	-1	13	4	-17	0
CCc1nnc(NC(=O)CSc2nnc(-c3ccccc3O)n2-c2ccc(C)cc2C)s1	x	x	x	-1	9	8	-10	x
COc1ccc(CNC(=O)COC(=O)CN2C(=O)COc3ccccc32)cc1	1	-0.1	-2	-1	-2	12	0	0
Cc1noc(C)c1S(=O)(=O)N(C)C[C@@H]1OCCCC[C@@H](C)Oc2ccc(NC(=O)NC3CCCCC3)cc2C(=O)N([C@@H](C)CO)C[C@@H]1C	0	0.1	1	-1	-2	x	-8	-1
C[C@H]1CN([C@@H](C)CO)C(=O)c2cccc(NC(=O)C3CCOCC3)c2O[C@H]1CN(C)Cc1ccc(C(=O)O)cc1	0	0.2	-9	3	10	26	6	1
CC(Oc1cccc(Cl)c1)C(=O)NNC(=O)c1cccnc1 (stereo not drawn)	-3	0.0	-2	1	15	4	2	-6
O=C(CN1CCOCC1)N1CCCCN2[C@H](CO)[C@@H](c3ccc(-c4ccccc4F)cc3)[C@H]2C1	-1	0.2	-10	-4	7	2	-9	2
C/C=C\C=C\C(=O)Nc1cccc(C2=NOC3(C2)C[C@@H](C(N)=O)N(C(=O)C(c2ccccc2)c2ccccc2)C3)c1 (stereo partly drawn)	-3	0.1	15	0	2	16	7	x
COc1ccc(C(=O)NC(=S)N2CCN(c3ccccc3O)CC2)cc1	2	0.3	-1	0	x	-12	9	1
O=C(N[C@H](Cc1ccccc1)C(=O)N1CCCN(Cc2ccccc2F)CC1)[C@H]1O[C@@H](n2ccc(=O)[nH]c2=O)[C@H](O)[C@@H]1O	1	0.3	3	x	2	x	x	-2
Nc1ccccc1N=Nc1ccccc1N	3	0.0	-5	-5	-64	-1	2	x
O=C(Nc1ccc(N2CCOCC2)cc1)c1cccc(-n2cnnc2)c1	2	0.0	-3	1	0	7	x	3
C/C(N)=C(/C#N)C(=O)COC(=O)[C@@H](NC(=O)c1ccccc1Cl)C(C)C	-3	-0.1	2	-2	8	9	x	0
CO[C@@H]1CN(C)C(=O)c2ccc(NC(=O)c3ccc(F)cc3)cc2OC[C@H](C)N(C(=O)c2ccc(F)cc2)C[C@H]1C	2	0.0	-6	3	-7	4	-18	8
CN1/C(=C/C2CC(=O)N(c3ccc([N+](=O)[O-])cc3)C2=O)C(C)(C)c2ccccc21 (stereo not drawn)	1	x	-10	-1	10	-17	-3	-2
O=S(=O)(c1cccs1)N1CCN(c2ccccc2)CC1	1	0.5	-3	x	-1	2	x	4
O=C(c1ccc(F)cc1)N1CC(=O)N2[C@H](C1)[C@H](c1ccc(-c3cccnc3)cc1)[C@@H]2CO	-1	0.0	-55	x	4	x	12	-4

Arranged by formula weight (lowest first): part of the list above
Molecule	ERAP1 HTS inh	XiGFP reactiv	S100A4 MyoIIA	Cneo AK release	LGR2 inh	C2C12 statin	PGC1a acetyl inh	SIRT5 inh
Nc1ccccc1N=Nc1ccccc1N	3	0.0	-5	-5	-64	-1	2	x
CC(Oc1cccc(Cl)c1)C(=O)NNC(=O)c1cccnc1 (stereo not drawn)	-3	0.0	-2	1	15	4	2	-6
O=C(Nc1ccc(N2CCOCC2)cc1)c1cccc(-n2cnnc2)c1	2	0.0	-3	1	0	7	x	3
COc1ccc(C(=O)NC(=S)N2CCN(c3ccccc3O)CC2)cc1	2	0.3	-1	0	x	-12	9	1
C/C(N)=C(/C#N)C(=O)COC(=O)[C@@H](NC(=O)c1ccccc1Cl)C(C)C	-3	-0.1	2	-2	8	9	x	0
COc1ccc(CNC(=O)COC(=O)CN2C(=O)COc3ccccc32)cc1	1	-0.1	-2	-1	-2	12	0	0
CN1/C(=C/C2CC(=O)N(c3ccc([N+](=O)[O-])cc3)C2=O)C(C)(C)c2ccccc21 (stereo not drawn)	1	x	-10	-1	10	-17	-3	-2
O=C(CN1CCOCC1)N1CCCCN2[C@H](CO)[C@@H](c3ccc(-c4ccccc4F)cc3)[C@H]2C1	-1	0.2	-10	-4	7	2	-9	2
C/C=C\C=C\C(=O)Nc1cccc(C2=NOC3(C2)C[C@@H](C(N)=O)N(C(=O)C(c2ccccc2)c2ccccc2)C3)c1 (stereo partly drawn)	-3	0.1	15	0	2	16	7	x
CO[C@@H]1CN(C)C(=O)c2ccc(NC(=O)c3ccc(F)cc3)cc2OC[C@H](C)N(C(=O)c2ccc(F)cc2)C[C@H]1C	2	0.0	-6	3	-7	4	-18	8
Cc1noc(C)c1S(=O)(=O)N(C)C[C@@H]1OCCCC[C@@H](C)Oc2ccc(NC(=O)NC3CCCCC3)cc2C(=O)N([C@@H](C)CO)C[C@@H]1C	0	0.1	1	-1	-2	x	-8	-1

(cont.)
Molecule	ERAP1 HTS inh	XiGFP reactiv	S100A4 MyoIIA	Cneo AK release	LGR2 inh	C2C12 statin	PGC1a acetyl inh	SIRT5 inh
COc1ccc(S(=O)(=O)N2CCCCCC2)cc1C(=O)N1CCN(c2ccccc2O)CC1	-1	-0.8	3	0	6	2	x	-1
COc1cc(C(=O)N/N=C/c2cccc(Oc3ccccc3)c2)ccc1O	3	0.3	-17	0	-13	-1	x	-1
COc1ccccc1C(NC(=O)C1CCN(CCOc2ccc(Cl)cc2)CC1)c1ccccn1 (stereo not drawn)	0	0.0	2	1	8	-1	-8	0
C[C@@H]1CN([C@H](C)CO)C(=O)c2cccc(NC(=O)C3CCOCC3)c2O[C@@H]1CN(C)Cc1ccc(C(F)(F)F)cc1	-3	0.0	2	2	-7	24	3	-3
Cc1ccc(C(=O)NC(=S)NNC(=O)COc2ccccc2C)cc1	9	0.0	7	x	-3	x	x	-3
CCCCC(=O)Nc1nc(-c2ccc(S(=O)(=O)N3CCOCC3)cc2)cs1	-1	0.1	9	1	13	4	11	-6
C[C@@H]1CN([C@H](C)CO)C(=O)c2cc(-c3ccccc3)cnc2O[C@H]1CN(C)Cc1cccnc1	0	-0.7	-5	-3	-6	18	2	-3
CCCCn1c(CCl)nc2cc(S(=O)(=O)N3CCOCC3)ccc21	-2	0.0	-10	-2	6	-9	0	7
Cc1ccc(S(=O)(=O)N(C)C[C@H]2Oc3ccc(NS(=O)(=O)c4ccc(F)cc4)cc3C(=O)N([C@@H](C)CO)C[C@@H]2C)cc1	x	-1.1	x	0	1	-26	2	x
Cc1ccc(-c2cc(C(=O)Nc3c(C)n(C)n(-c4ccccc4)c3=O)no2)cc1	11	0.0	5	-2	-11	13	-3	3
COc1ccc(OCCn2cc(/C=C(\C#N)C(=O)NCc3ccco3)c3ccccc32)cc1	-3	0.2	-1	6	7	x	0	4
O=C(c1ccco1)N1CCN(c2ccc(N3CCCCC3)nn2)CC1	-6	0.6	-1	-3	17	0	x	-4
O=C(O)CCCN1C(=O)/C(=C\c2ccccc2OCc2ccccc2)SC1=S	-3	0.0	-4	x	11	-12	x	9
O=C(COC(=O)CSCc1ccccc1)NCc1ccccc1	-9	0.0	-4	x	3	x	7	-1
CCC1(C)Cc2c(c(=O)n(-c3ccccc3)c3ncnc(N)c23)CO1 (stereo not drawn)	x	x	x	0	-6	3	-16	x
Cc1noc(C)c1S(=O)(=O)N(C)C[C@H]1OCc2ccccc2-c2c(n(C)c3ccccc23)C(=O)N([C@H](C)CO)C[C@H]1C	1	-0.1	7	-3	-12	31	8	-3
O=C(CCNS(=O)(=O)c1ccc(Br)cc1)NCCCSc1ccccc1	-2	0.1	-6	0	-5	3	-4	-11
C[C@H]1CCCCO[C@H](CN(C)Cc2ccc(Cl)c(Cl)c2)[C@@H](C)CN([C@@H](C)CO)C(=O)c2cc(NS(=O)(=O)c3ccccc3)ccc2O1	4	-0.6	-7	x	-4	x	-2	0
CCN(CC(=O)NCc1ccc(Cl)cc1)CC(=O)NC1(C#N)CCCC1	7	0.1	-5	-2	10	8	x	0
O=C(COC(=O)c1cc(Cl)ccc1O)NC(=O)NCc1ccccc1	0	0.3	9	0	3	6	x	5
Cc1ccc(S(=O)(=O)N(C)C[C@H]2Oc3ccc(NC(=O)Cn4cnnn4)cc3C(=O)N([C@@H](C)CO)C[C@@H]2C)cc1	5	-0.7	-5	x	9	x	-5	-1
CC(C)[C@H](NS(=O)(=O)c1ccccc1)C(=O)OCC(=O)NC(=O)NC1CCCCC1	-2	0.0	1	2	-12	114*	-2	0
